Screening data from PubChem.
CHRM5 antagonist: CHRM5 antagonism in calcium assay | P08912 | CHO-hM5 cells, Fluo-8 calcium fluorescence, ACh EC80 | inhibition, % at 3 µM | 360,000 compounds, 0.59% hits | AID 624040;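 active = inhibition above a per-plate cutoff, the mean of that plate's test compounds plus 3 SD, cut at about 27% in these data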;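 note: 0% = acetylcholine EC80 with DMSO and 100% = DMSO without agonist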
Target sequence (P08912 whole entry, looked up): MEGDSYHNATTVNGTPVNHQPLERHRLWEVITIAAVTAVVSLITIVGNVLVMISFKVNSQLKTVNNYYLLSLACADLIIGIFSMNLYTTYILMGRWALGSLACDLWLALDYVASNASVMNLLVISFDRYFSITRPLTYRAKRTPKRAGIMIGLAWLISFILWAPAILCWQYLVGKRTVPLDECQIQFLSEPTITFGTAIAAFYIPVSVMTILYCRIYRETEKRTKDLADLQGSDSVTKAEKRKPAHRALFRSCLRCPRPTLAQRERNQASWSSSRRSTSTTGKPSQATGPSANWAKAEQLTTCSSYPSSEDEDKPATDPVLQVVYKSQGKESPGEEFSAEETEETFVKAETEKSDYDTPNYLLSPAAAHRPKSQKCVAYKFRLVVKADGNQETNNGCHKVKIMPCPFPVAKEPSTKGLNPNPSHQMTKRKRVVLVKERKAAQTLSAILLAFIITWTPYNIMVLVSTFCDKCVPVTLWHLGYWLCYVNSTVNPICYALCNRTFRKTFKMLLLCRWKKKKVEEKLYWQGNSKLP
CRFR2-BP antag: blocks CRF-induced signaling of the CRF-BP/CRF-R2 complex. 350,000 compounds, 0.59% hits. inhibition, % at 11.8 µM. AID 588475. HEK293 CRF-R2/CRF-BP, CRF-induced calcium fluorescence;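 active = inhibition of the ligand-induced calcium signal above about 50% at the single tested concentration, limit read from the data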
CHRM4 antagonist: CHRM4 antagonism in calcium assay | CHO-hM4 cells, ACh EC80, Fluo-8 calcium fluorescence | inhibition, % at 3 µM | 360,000 compounds, 0.73% hits | AID 624125;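 active = inhibition above its plate's cutoff, the mean inhibition of sample wells plus 3 SD, cut at about 27% in these data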;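 note: 0% = acetylcholine EC80 with DMSO and 100% = DMSO without agonist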
Target sequence (P08173 whole entry, looked up): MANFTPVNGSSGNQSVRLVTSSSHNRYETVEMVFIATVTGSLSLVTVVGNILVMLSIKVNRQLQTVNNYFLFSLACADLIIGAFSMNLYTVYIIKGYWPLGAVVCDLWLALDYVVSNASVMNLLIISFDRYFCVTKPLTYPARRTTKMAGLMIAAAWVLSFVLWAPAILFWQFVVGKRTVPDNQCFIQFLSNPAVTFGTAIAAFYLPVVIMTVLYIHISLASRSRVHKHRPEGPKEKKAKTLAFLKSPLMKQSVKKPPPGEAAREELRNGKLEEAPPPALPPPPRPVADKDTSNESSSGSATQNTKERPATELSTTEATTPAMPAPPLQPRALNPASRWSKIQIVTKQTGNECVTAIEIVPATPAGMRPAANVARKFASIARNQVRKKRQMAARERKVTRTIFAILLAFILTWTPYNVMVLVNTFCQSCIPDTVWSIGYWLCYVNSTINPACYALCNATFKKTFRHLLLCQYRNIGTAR
M4 PAM: CHRM4 positive allosteric modulation; P08173; AID 624126; activation, % at 3 µM; 360,000 compounds, 0.4% hits; CHO-K1 hM4/Gqi5, Fluo-8 calcium fluorescence, ACh EC20; 0% = ACh EC20, 100% = maximal ACh;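 active = activation above its plate's cutoff, the mean activation of sample wells plus 3 SD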; note: some results filed as inactive read as strong as hits
CHRM5 PAM: positive allosteric modulators of human muscarinic M5 receptor | CHO-K1 hM5, Fluo-8 calcium, ACh EC20 PAM; 0% = ACh EC20, 100% = ACh EC100 | P08912 | activation, % at 3 µM | 360,000 compounds, 0.3% hits;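 active = activation above the run cutoff, the mean activation of all test compounds plus 3 SD, cut at about 18% in these data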
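Assay system: CHO-K1 hM5 cells. Also added: acetylcholine at EC20 concentration, added after compound. Dosing: 3 µM, single dose. Times: compound preincubation 140 s before EC20 acetylcholine addition. Signal: Fluo-8 calcium fluorescence. Measure: % activation relative to EC20 and EC100 ACh responses. Repeats: singlicate, one well per test compound.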
CRFBP-R2 agonist: agonists of human CRF-binding protein/CRF-R2 receptor complex; HEK293 CRF-R2/CRF-BP, calcium dye fluorescence (FLIPR); percent of saturating CRF peptide response; 350,000 compounds, 0.46% hits; activation, % at 13.2 µM;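 active = activation of at least 50%, plus an integration ratio under a set limit after plate pattern correction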;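 note: plate controls were neutral control wells without compound for no effect and CRF at EC100 for full effect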
CHRM5 agonist: CHRM5 agonism in calcium assay; CHO-K1 hM5 cells, Fluo-8 calcium fluorescence; 0% DMSO wells, 100% maximal acetylcholine response; activation, % at 3 µM; 360,000 compounds, 0.19% hits; AID 624037; P08912;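 active = activation above the run's mean over test compounds plus 3 SD, cut at about 23% in these data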;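 note: signal is peak over basal fluorescence ratio across the kinetic read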
CHRM1 PAM: human CHRM1 positive allosteric modulation | CHO-K1 hM1, Fluo-8 calcium fluorescence, ACh EC20; 0% = ACh EC20, 100% = maximal ACh | activation, % at 3 µM | P11229 | 360,000 compounds, 0.088% hits; in the data active = activation above about 19%, passing the limit was not always enough
M4 ag: CHRM4 agonism in calcium assay. CHO-K1 hM4/Gqi5, Fluo-8 calcium fluorescence; vehicle 0%, full acetylcholine response 100%. 360,000 compounds, 0.14% hits. activation, % at 3 µM. P08173;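 active = activation above the run mean over all test wells plus 3 SD, cut at about 32% in these data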;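 note: peak over basal fluorescence ratio per well then scaled between controls; 0% = DMSO wells and 100% = acetylcholine at EC100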
* = called active by the depositor; nt = no result given.

(1) O=C(O)CN1C(=O)C(=O)N(Cc2ccc(Cl)cc2Cl)C1=O
(2) CC(O)CNC1c2ccccc2CC1O (stereo not given)
(3) COc1ccc(C(CC(=O)O)NC(=O)COc2ccccc2)cc1 (stereo not given)
(4) COCCn1nnnc1C(C(C)C)N1CCC(Cc2ccccc2)CC1 (stereo not given)
(5) CC(NC(=O)c1cccs1)C(S)c1ccccc1 (stereo not given)
(6) CCC/C=C/c1ccc(CN2C(C)C(=O)N(Cc3cn(CC4CCCCC4)nn3)CCS2(=O)=O)cc1 (stereo not given)
(7) CCOC(=O)[C@]12CCC=C1N(CCC1=CCCCC1)C(=O)[C@H](CC(=O)NCc1ccc(C)o1)C2
(8) CCN(CC)S(=O)(=O)c1cccc(C(=O)NC(C(=O)NC2=NCCS2)C(C)C)c1 (stereo not given)

Compound	1	2	3	4	5	6	7	8
CHRM5 antagonist	6	-19	5	-1	20	-3	1	2
CRFR2-BP antag	18	11	7	-18	19	-4	nt	-5
CHRM4 antagonist	6	-16	9	1	10	-15	-8	-6
M4 PAM	0	1	-4	-1	-6	0	5	2
CHRM5 PAM	-1	4	1	3	-14	4	-4	0
CRFBP-R2 agonist	-0.7	1.4	6.3	-0.4	-4.1	0.4	nt	-1.0
CHRM5 agonist	-1	2	-2	-1	-4	-1	-1	-2
CHRM1 PAM	5	0	3	5	2	11	nt	-2
M4 ag	1	1	0	3	-2	0	0	1

(9) COc1cccc(C(=O)Nc2cc3c4c(c2)CC(=O)N4CCC3)c1
(10) CSc1ccc(S(=O)(=O)NCC(=O)OC2CCOC2=O)cc1[N+](=O)[O-] (stereo not given)
(11) CCOC(=O)c1sc(NC(=O)CSc2nnc(C(C)C)n2CC)nc1C
(12) O=S(=O)(NCc1ccco1)c1cccc(S(=O)(=O)N2CCOCC2)c1
(13) C#CCOCCOCCOCCNc1nc(N2CCN(C(=O)CCCCCCCCCCNC(=O)[C@H](CCC(=O)O)n3cc(CCCCCN)nn3)CC2)nc(N2CCN(C(=O)CCCCCCCCCCNC(=O)[C@@H]([C@H](C)O)n3cc(C)nn3)CC2)n1
(14) COCCOC(=O)c1c(C)oc2ccc(NS(=O)(=O)c3ccccc3)cc12
(15) CCCCCCC1NC(C(=O)O)CS1 (stereo not given)
(16) COc1ccc(C2(C(=O)c3ccccc3)C(=O)c3ccccc3C2=O)cc1

Compound	9	10	11	12	13	14	15	16
CHRM5 antagonist	-10	5	-3	4	10	1	-4	2
CRFR2-BP antag	2	-3	-27	-1	15	4	5	5
CHRM4 antagonist	-17	-3	-4	1	5	-9	-5	-9
M4 PAM	2	5	6	2	-1	7	18*	-8
CHRM5 PAM	4	-1	-12	6	4	-3	6	-8
CRFBP-R2 agonist	-1.5	0.9	-1.4	1.4	-2.0	-0.3	-1.1	-1.1
CHRM5 agonist	2	1	-6	-8	1	0	-9	6
CHRM1 PAM	7	2	7	3	-1	6	10	2
M4 ag	2	1	0	1	7	4	0	14

(17) Cc1ccc(S(=O)(=O)N2CCN(C(=O)N3CCOCC3)C2c2ccc(N(C)C)cc2)cc1 (stereo not given)
(18) COc1ccc([C@H]2N[C@]3(CCCN(CC4CCCCC4)C3=O)[C@H]3C(=O)N(Cc4ccccc4)C(=O)[C@@H]23)cc1
(19) CS(=O)(=O)N(CC(=O)NCc1ccco1)c1ccccc1Cl
(20) c1nnc(NC2=NCCCCC2)s1
(21) C#CCOCCOCCOCCNc1nc(N2CCOCC2)nc(N2CCN(C(=O)CCCCCCCCCCNC(=O)Cn3cc(CCCCCN)nn3)CC2)n1
(22) O=C(Nc1ccccc1Cl)Nc1ccnn1C1CCN(C(=O)CCN2CCCO2)CC1
(23) O=C(NCc1ccc2c(c1)OCO2)C(=O)NCC1OCCCN1S(=O)(=O)c1ccccc1 (stereo not given)
(24) CO/N=C/c1ccc(OC)c(Oc2nc(OC)cc(OC)n2)c1

Compound	17	18	19	20	21	22	23	24
CHRM5 antagonist	-2	0	-1	-3	4	12	-2	-1
CRFR2-BP antag	6	-8	9	11	-1	6	7	14
CHRM4 antagonist	5	-5	9	0	-5	-1	-15	-9
M4 PAM	5	-1	-3	-6	1	-1	4	10
CHRM5 PAM	3	-2	1	1	-2	2	0	1
CRFBP-R2 agonist	-2.7	-0.9	-2.3	-0.8	2.3	1.0	-1.3	0.4
CHRM5 agonist	2	1	2	-3	-3	1	1	1
CHRM1 PAM	9	-1	5	-2	14	-2	11	3
M4 ag	0	2	0	0	1	0	4	0

Entries listed above that bear a hit mark in M4 PAM.
(15) CCCCCCC1NC(C(=O)O)CS1 (stereo not given)

Compound	15
CHRM5 antagonist	-4
CRFR2-BP antag	5
CHRM4 antagonist	-5
M4 PAM	18*
CHRM5 PAM	6
CRFBP-R2 agonist	-1.1
CHRM5 agonist	-9
CHRM1 PAM	10
M4 ag	0

Remaining list, next part.
(25) Cn1nc2c3ccccc3n(Cc3ccc(F)cc3)c2nc1=S
(26) Nc1ccccc1C#CC(=O)c1ccccc1
(27) COc1cc(OC)cc(-c2nc(-c3cc4cc(C)ccc4nc3OC)no2)c1
(28) Nc1nnc(SCc2ccccc2Cl)s1
(29) O=[N+]([O-])c1ccccc1/C=C/C=N/n1c(-c2ccco2)n[nH]c1=S
(30) Cc1cccc(-n2ncc3c(N4CC(C)CC(C)C4)ncnc32)c1 (stereo not given)
(31) O=C(OCc1cc2ccccc2[nH]c1=O)c1cccc([N+](=O)[O-])c1
(32) COc1ccc(CC(N)c2csc(NC(=O)c3ccc(OC)cc3)n2)cc1 (stereo not given)

Compound	25	26	27	28	29	30	31	32
CHRM5 antagonist	8	6	4	-8	-4	0	14	0
CRFR2-BP antag	3	-18	5	0	7	-25	-2	nt
CHRM4 antagonist	8	-2	-2	-5	2	-6	-12	-3
M4 PAM	-4	-3	2	6	0	-4	-3	-11
CHRM5 PAM	-6	-1	1	-1	-1	-2	-6	-3
CRFBP-R2 agonist	-0.7	13	-1.3	-1.0	-0.5	7.1	-2.0	nt
CHRM5 agonist	5	1	-6	-2	-2	1	1	7
CHRM1 PAM	2	5	-4	7	-2	10	1	0
M4 ag	0	1	1	0	1	3	0	28

(33) Cc1ccc(C2C(C#N)=C(N)Oc3nc(-c4ccccc4)[nH]c32)o1 (stereo not given)
(34) Cc1[nH]c(=S)[nH]c(=O)c1Cc1ccccc1
(35) O=C(N/N=C\c1cn[nH]c1-c1ccc(Cl)cc1)c1cccs1
(36) Cn1c(=O)c2c(nc(Oc3ccc(-c4ccccc4)cc3)n2C)n(C)c1=O
(37) COc1ccc(C)cc1Nc1ccc(C(=O)O)cc1[N+](=O)[O-]
(38) CCc1cc(C(=O)Nc2cc(S(=O)(=O)N(CC)CC)ccc2N2CCOCC2)sc1C
(39) O=C(CSc1ncnc2ccccc12)Nc1ccc2c(c1)OCCO2
(40) Cc1ccc(C(=O)Nc2ncnc3sc4c(c23)CCCCC4)cc1

Compound	33	34	35	36	37	38	39	40
CHRM5 antagonist	-11	-1	4	0	10	14	6	4
CRFR2-BP antag	-19	14	4	14	18	-16	6	-23
CHRM4 antagonist	-20	-2	-9	11	7	8	-4	5
M4 PAM	15	8	7	-1	2	-5	-1	-4
CHRM5 PAM	6	-1	-6	-2	0	-5	-3	-4
CRFBP-R2 agonist	3.7	1.4	0.5	-0.1	-4.7	0.6	-6.3	-0.6
CHRM5 agonist	-5	6	0	-1	1	0	-1	-3
CHRM1 PAM	7	13	1	-1	-3	-4	1	-6
M4 ag	2	2	3	0	1	1	5	-3

Single records (already shown). Order of values: CHRM5 antagonist | CRFR2-BP antag | CHRM4 antagonist | M4 PAM | CHRM5 PAM | CRFBP-R2 agonist | CHRM5 agonist | CHRM1 PAM | M4 ag
`Cn1c(=O)c2c(nc(Oc3ccc(-c4ccccc4)cc3)n2C)n(C)c1=O` across the screens: 0 | 14 | 11 | -1 | -2 | -0.1 | -1 | -1 | 0
`COc1ccc(C)cc1Nc1ccc(C(=O)O)cc1[N+](=O)[O-]` across the screens: 10 | 18 | 7 | 2 | 0 | -4.7 | 1 | -3 | 1

The results go on:
(41) CC(=O)Nc1ccc(C(=O)CSc2nccc(=O)[nH]2)cc1
(42) CC1(C(=O)Nc2nccs2)CCN1C(=O)CC(c1ccccc1)c1ccccc1 (stereo not given)
(43) CCc1nnc(NC(=O)CN2CCN(Cc3cccc(F)c3)CC2)s1
(44) CCC1C(=O)CC(c2ccccc2)NC1c1ccccc1 (stereo not given)
(45) CC(/C=N/NC(=O)c1cc(C(C)(C)C)[nH]n1)=C\c1ccccc1
(46) CC(Oc1cccc(Cl)c1)C(=O)Nc1ccc(S(=O)(=O)NC2=NCCCCC2)cc1 (stereo not given)
(47) CC(NC(=O)c1cccs1)c1ccc2c(c1)OCO2 (stereo not given)
(48) COc1ccc(N(C(=O)Cn2nnc(-c3ccc(C)o3)n2)C(C(=O)NC2CCCC2)c2ccncc2)cc1 (stereo not given)

Compound	41	42	43	44	45	46	47	48
CHRM5 antagonist	0	0	-4	4	2	7	6	19
CRFR2-BP antag	-17	nt	2	-11	2	-17	6	8
CHRM4 antagonist	5	-13	3	1	1	3	10	-18
M4 PAM	1	6	5	0	13	12	-6	4
CHRM5 PAM	6	2	10	-12	4	-3	-5	-2
CRFBP-R2 agonist	-1.4	nt	-0.5	1.1	-1.0	5.7	-0.7	-1.6
CHRM5 agonist	-1	-2	-1	-7	-2	10	-1	-4
CHRM1 PAM	11	11	19	-5	-1	7	-3	10
M4 ag	0	-1	2	-2	1	11	-1	0

(49) C=CCn1c(SCC(=O)c2cccs2)nnc1-c1cccc(OC)c1
(50) COC(=O)CSc1cc([N+](=O)[O-])ccc1NC(=O)OC
(51) Cc1cc(C)c(C(=O)OCC(=O)NC(=O)c2ccccc2)c(C)c1
(52) C[C@@H]1CN([C@@H](C)CO)C(=O)c2cc(NC(=O)Nc3cccc4ccccc34)ccc2O[C@@H](C)CCCCO[C@H]1CN(C)C(=O)c1ccccc1
(53) CC(C)n1nc(C(=O)Nc2nc3ccc(S(C)(=O)=O)cc3s2)c2ccccc2c1=O

Compound	49	50	51	52	53
CHRM5 antagonist	-1	4	0	-3	-9
CRFR2-BP antag	-12	1	5	-7	13
CHRM4 antagonist	6	1	-8	-9	2
M4 PAM	-1	2	-4	6	1
CHRM5 PAM	-3	9	-6	0	10
CRFBP-R2 agonist	1.5	-0.3	2.3	0.9	-0.2
CHRM5 agonist	4	-5	1	2	4
CHRM1 PAM	0	9	-2	-2	5
M4 ag	3	0	8	0	1

Compounds as they come; about 2.6% have a hit in one of these screens.
